# BL2 CD40 inh: inhibitors of CD40-induced NF-kB signaling, primary screen, BL2 cells, luciferase reporter, single point; CD40L-induced, 4 h; inhibition, % at 10 µM; actives 0.94% (n = 83,000);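 active = mean inhibition of at least 50% with a set share of replicates also reaching that level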;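 note: 0% = neutral control wells and 100% = IKK inhibitor VII at 50 µM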
# Starred values were filed as active, the others as inactive; [ ] = dose if it differs, or a comment. Only part of the results is shown, so the mix of outcomes need not match the whole.
SMILES,BL2 CD40 inh
O=C(c1cn2ccccc2n1)N1CCCC(Nc2ccc(F)c(F)c2)C1 (stereo unspecified),-5
C[C@H](CO)N1C[C@H](C)[C@@H](CN(C)C(=O)Nc2cccc(F)c2)OCc2ccccc2-c2ccccc2C1=O,-11
Nn1c(SCc2ccccn2)nncc1=O,5
O=C(NC1CCCC1)c1cccc(S(=O)(=O)N2CCCCC2)c1,7
COCC(=O)N1CCCCN2[C@H](CO)[C@@H](c3ccc(C#Cc4cccnc4)cc3)[C@@H]2C1,-7[25 µM]
N#Cc1c(-n2ccnc2)cccc1-n1ccnc1,0
CCc1sc(N2[C@H](C#N)[C@H](c3ccccc3-c3cccc(C)c3)[C@H]2CO)nc1C,8[25 µM]
N#C/C(=C(/O)c1ccc(F)cc1)c1nc2ccccc2s1,-82
c1ccc2c(C[n+]3csc4ccccc43)cccc2c1,-35
CCOC(=O)c1nn(-c2ccccc2)c(=O)cc1SC(C)C,14
O=C(Cc1cnc2ncnn2c1)N1CCc2c([nH]c3ccccc23)C1c1ccccc1F (stereo unspecified),1
CCN1C(=O)CCC(C(=O)O)C1c1ccc(OC)cc1 (stereo unspecified),8
O=C(Nc1ccccc1F)N[C@@H]1CC[C@@H](CCNC(=O)C2CCCC2)O[C@@H]1CO,1
CCS(=O)(=O)N1CCN(C(=O)CCC2CCCC2)CC1,4
CCOC(=O)c1c(C)[nH]c(C)c1C(=O)COC(=O)COc1ccc(Cl)c(C)c1,6
COCCN(C[C@H]1N[C@H](CO)[C@H]1c1ccc(-c2ccc(F)cc2)cc1)C(C)=O,10[25 µM]
N#C[C@H]1[C@@H](c2ccccc2C2=CCCC2)[C@H](CO)N1C(=O)Cc1ccncc1,-2[25 µM]
C[C@H]1CN([C@@H](C)CO)C(=O)c2cc(NC(=O)CCCN(C)C)ccc2O[C@H]1CN(C)Cc1ccc(Cl)c(Cl)c1,5[25 µM]
CN1C[C@H]2[C@@H](c3ccccc31)[C@@H](CO)N2C(=O)Nc1ccccc1Cl,9[25 µM]
COc1ccc(OC)c(NC(=O)CSc2nc3[nH]c(=O)cc(O)c3s2)c1,1

# Brought forward from above: three compounds, then new ones.
SMILES,BL2 CD40 inh
C[C@H]1CN([C@@H](C)CO)C(=O)c2cc(NC(=O)CCCN(C)C)ccc2O[C@H]1CN(C)Cc1ccc(Cl)c(Cl)c1,5[25 µM]
CN1C[C@H]2[C@@H](c3ccccc31)[C@@H](CO)N2C(=O)Nc1ccccc1Cl,9[25 µM]
COc1ccc(OC)c(NC(=O)CSc2nc3[nH]c(=O)cc(O)c3s2)c1,1
CC(=O)c1ccc(N(CC(=O)Nc2cc(C)on2)S(=O)(=O)c2ccc(C)cc2)cc1,4
COc1ccccc1CCC(=O)Nc1cccc(S(=O)(=O)N2CCCC2)c1,3
Cc1ccc(S(=O)(=O)CCC(=O)OCC(=O)c2cc(C)ccc2C)cc1,5
COc1ccc(C2C(Oc3ccccc3)C(=O)N2c2cc(C)ccc2C)cc1OC (stereo unspecified),-3
O=C(Nc1cccc(F)c1)c1cc(S(=O)(=O)N2CCOCC2)ccc1N1CCCC1,5
CCN(CC)S(=O)(=O)c1cc(F)ccc1OC,11
O=C(c1cnn2c(C(F)F)cc(-c3ccccc3)nc12)N1CCOCC1,5
Cc1ccc(S(=O)(=O)Nc2cccc3c2O[C@@H](CN(C)CC2CC2)[C@H](C)CN([C@@H](C)CO)C3=O)cc1,-9
O=C(NCC1CC1)[C@H]1[C@H](CO)[C@H]2Cn3c(cccc3=O)[C@H]2N1CCC(F)(F)F,11[25 µM]
CCOC(=O)Cn1nc(C(F)F)c(Br)c1C,-1
Cc1ccc(NC(=O)CSc2nnc(-c3cccnc3)o2)c(C)c1,15
Cc1cc2ccccc2nc1Br,1
CCn1c(SCC(=O)NC(C)c2ccccc2)nc2ccccc21 (stereo unspecified),0
Cn1ccnc1SCc1cn2ccccc2n1,-37
CC(=O)C1=C(C)NC(=O)CC1c1ccc(F)cc1 (stereo unspecified),10
COCC(=O)N1CC2(C1)[C@H](c1ccccc1)[C@H](CO)N2CCC(F)(F)F,-5[25 µM]
COC(=O)c1ccc(CN2CC(=O)N3[C@H](CO)[C@@H](c4ccc(-c5cccnc5)cc4)[C@H]3C2)cc1,2[25 µM]
Cc1nn(CC(C)C)c2sc(C(=O)NC3CC(C)(C)NC(C)(C)C3)cc12,8
O=C(COC(=O)/C=C/c1ccc(S(=O)(=O)N2CCOCC2)cc1)Nc1ccc(F)c(F)c1F,11
CCOC(=O)COC(=O)c1ccc(O)cc1,-26
CNC(C)c1ccc(S(N)(=O)=O)cc1 (stereo unspecified),10
Cc1cc(C)nc(N/N=C/c2cc(C)n(CC(F)(F)F)c2C)n1,5
COc1ccc(C(=O)COc2ccccc2C(=O)Nc2ccccc2)cc1,6
Brc1ccc(-c2csc(/N=C/N3CCCC3)n2)cc1,-51
COc1cccc(CNC(=O)c2ccccc2-c2ccccc2)c1,4
COCc1cc(C)nc2sc(C(=O)N3CCCCC3)c(N)c12,9
COc1cc(OC)cc(C(=O)NC2CCN(Cc3nnnn3Cc3ccc(F)cc3)CC2)c1,9
CN1C(=O)c2cc(NC(=O)C3CC3)ccc2OC[C@@H]2O[C@@H](CC(=O)NCc3ccccc3F)CC[C@H]21,-8
COC(=O)c1c(C)oc(C)c1S(=O)(=O)NCc1ccco1,-11
CN(C)CC(=O)N[C@@H]1CC[C@H](CCn2cc(C3CCCC3)nn2)O[C@@H]1CO,0
Cc1ccc(NCc2n[nH]c(=S)n2Cc2ccccc2)cc1Cl,8
O=C(Nc1ccc(C(=O)NN2C(=O)c3ccccc3C2=O)cc1)c1ccccc1,5
Cn1nc([N+](=O)[O-])nc1N1CCN(c2ccc(F)cc2)CC1,12
CCc1ccc(-n2c(=S)sc3c(=O)[nH]c(SCC(=O)NC4CCCCC4)nc32)cc1,10
COc1ccc(-c2nc3ncccn3c2Nc2ccccc2)cc1,-50
Cc1nn(CCCC(=O)NCCc2ccccc2)c(C)c1[N+](=O)[O-],0
COc1ccc(CN2CC3(C2)[C@H](c2ccccc2)[C@@H](CO)N3CC2CCCC2)cc1,7[25 µM]
Oc1c(-c2cc(-c3ccco3)[nH]n2)ccc2ccccc12,-140
O=C(Cn1cnc2ccccc21)N1CCN(S(=O)(=O)c2ccccc2)CC1,-8
CCCN(Cc1cc2cc(C)ccc2[nH]c1=O)S(C)(=O)=O,18
CCn1c(=O)c2c3c(sc2n2cnnc12)CCC3,7
Cc1ccc(CN2CCN(Cc3cnc(C)[nH]3)CC2CCO)cc1 (stereo unspecified),9
CC(=O)OC1CCC2(C)C(CCC3C2CC(=O)C2(C)C3CC(C3CCCC3=O)C2C(C)=O)C1 (stereo unspecified),12
C[C@H](CO)N1C[C@H](C)[C@@H](CN(C)C(=O)NC2CCCCC2)OCc2cnnn2CCCC1=O,0
CCOc1ccc(S(=O)(=O)N2CCC(C(=O)Nc3ccccc3N3CCCC3)CC2)cc1,5
CCc1ccccc1OCC(=O)OCC(=O)c1c(N)n(C)c(=O)n(C)c1=O,8
COc1ccc2c3c(n(C)c2c1)[C@@H](CO)N(C(C)=O)CC31CCN(C(=O)Nc2ccccc2F)CC1,3[25 µM]
O=S(=O)(c1ccccc1)N1CCCN(S(=O)(=O)c2ccccc2)CC1,12
CCCCc1nc(SCCN2CCOCC2)c2c(=O)n(C)c(=O)n(C)c2n1,0
O=C(Nc1c(Cl)ccc2nsnc12)c1cccnc1,10
O=C1CCC(c2ccccc2)c2ccccc21 (stereo unspecified),8
CN(Cc1ccccn1)C(=O)CC1C(=O)NCCN1Cc1ccc(F)cc1Cl (stereo unspecified),-4
O=C(OCC(=O)c1cccs1)c1ccc([N+](=O)[O-])o1,6
O=C(C(Cc1ccccc1)n1cccc1)N1CCCCCC1 (stereo unspecified),12
COc1ccccc1CCNC(=O)c1cccc(NC(=O)CC2SC(N3CCCCC3)=NC2=O)c1 (stereo unspecified),3
CN(C[C@H]1N[C@@H](CO)[C@@H]1c1ccc(-c2cccnc2)cc1)C(=O)c1ccccc1,-13[25 µM]
CC(=O)OCC(=O)Nc1c(C)cccc1C,8
O=C1N/C(=N/N=C/c2ccc(F)cc2)SC1c1ccccc1 (stereo unspecified),-15
C=CCOC(=O)C1=C(C)Nc2nnnn2C1c1ccc(OC)cc1OC (stereo unspecified),11
Cc1ccccc1CNC(=O)c1ccccc1SCC(=O)NCc1ccco1,10

# Of the compounds above, these have a nitro group on carbon:
SMILES,BL2 CD40 inh
Cn1nc([N+](=O)[O-])nc1N1CCN(c2ccc(F)cc2)CC1,12
Cc1nn(CCCC(=O)NCCc2ccccc2)c(C)c1[N+](=O)[O-],0
O=C(OCC(=O)c1cccs1)c1ccc([N+](=O)[O-])o1,6

# (continued)
SMILES,BL2 CD40 inh
O=C(CCN1C(=O)c2ccncc2C1=O)Nc1ccc(F)cc1,13
Cc1cc(Cl)ccc1OCCCC(=O)Nc1cc(S(=O)(=O)N2CCOCC2)ccc1N1CCOCC1,-32
CCCNC(=O)N[C@@H]1C=C[C@H](CC(=O)N2CCN(C)CC2)O[C@H]1CO,5[25 µM]
COc1cccc(C(=O)OCC(=O)NCc2ccc3c(c2)OCO3)c1OC,-16
CCC(Sc1nc2ccsc2c(=O)n1Cc1ccc(C(=O)O)cc1)C(=O)Nc1cc(Cl)ccc1C (stereo unspecified),-10
COc1ccc(N(C)S(=O)(=O)c2cccc(C(=O)NCC(c3ccco3)N3CCCC3)c2)cc1 (stereo unspecified),0
CN(C)c1ccc(CC(=O)N2CCCC(c3cc(C(=O)Nc4ccc(C(C)(C)C)cc4)no3)C2)cc1 (stereo unspecified),2
CCOC(=O)CCC(=O)N1CCNC(=O)C1,8
CC(=O)N1c2ccc(S(=O)(=O)N3CCC(C(=O)Nc4ccccn4)CC3)cc2CC1C (stereo unspecified),10
CCCCn1c(N)c(N(CCC(C)C)C(=O)C2CC(=O)N(c3ccc(OC)cc3OC)C2)c(=O)[nH]c1=O (stereo unspecified),11
O=C(Nc1ccc2c(c1)OCO2)c1cc2n(n1)C(C(F)(F)F)CC(c1ccccc1)N2 (stereo unspecified),6
O=C(CSc1ccc(F)cc1)N1CCN(S(=O)(=O)c2ccccc2)CC1,6
O=C(O)c1nn2cc(CCO)cnc2c1Cl,4
CCn1cc(C2=NOC(C(=O)Nc3cc(C)nn3-c3ccccc3)C2)c(C)n1 (stereo unspecified),13
N#C[C@H]1[C@@H](c2ccccc2)[C@@H](CO)N1C(=O)c1ccccc1F,-11[25 µM]
O=C(COC(=O)C1(c2cccc(F)c2)CCCC1)NCc1cccs1,12
COc1ccc(/C=N/NC(=O)Cc2n[nH]c(=O)[nH]c2=O)cc1,5
CC(C)NC(=O)CSc1nnc(-c2ccc(F)cc2)c2ccccc12,3
O=C(CN1C(=O)NC2(CCCC2)C1=O)OCc1ccccc1,-27
COc1cc(C(=O)N2CCN(S(=O)(=O)c3ccc(C(C)C)cc3)CC2)ccc1OCC(=O)N1CCOCC1,-4

# 3 entries already listed, sorted by heavy-atom count, smallest number first.
SMILES,BL2 CD40 inh
N#C[C@H]1[C@@H](c2ccccc2)[C@@H](CO)N1C(=O)c1ccccc1F,-11[25 µM]
O=C(CSc1ccc(F)cc1)N1CCN(S(=O)(=O)c2ccccc2)CC1,6
Cc1cc(Cl)ccc1OCCCC(=O)Nc1cc(S(=O)(=O)N2CCOCC2)ccc1N1CCOCC1,-32

# Five successive records out of the list so far, quoted:
SMILES,BL2 CD40 inh
O=C(COC(=O)C1(c2cccc(F)c2)CCCC1)NCc1cccs1,12
COc1ccc(/C=N/NC(=O)Cc2n[nH]c(=O)[nH]c2=O)cc1,5
CC(C)NC(=O)CSc1nnc(-c2ccc(F)cc2)c2ccccc12,3
O=C(CN1C(=O)NC2(CCCC2)C1=O)OCc1ccccc1,-27
COc1cc(C(=O)N2CCN(S(=O)(=O)c3ccc(C(C)C)cc3)CC2)ccc1OCC(=O)N1CCOCC1,-4

# Next part.
SMILES,BL2 CD40 inh
Cc1ccc(C(=O)OC(C)C(=O)Nc2ccc(S(N)(=O)=O)cc2)cc1S(=O)(=O)N1CCOCC1 (stereo unspecified),-7
O=[N+]([O-])c1ccc2nc(-c3ccc(Cl)cc3)n(OCc3ccccc3)c2c1,-152
C[C@H]1CN(C)C(=O)Cc2ccccc2O[C@@H]1CN(C)C,-2
O=C(CC1C(=O)NCCN1Cc1cccc(Oc2ccccc2)c1)NCCc1cnccn1 (stereo unspecified),8
O=C(NCC1CC1)[C@H]1[C@H](CO)[C@H]2Cn3c(ccc(-c4cccnc4)c3=O)[C@H]2N1Cc1cocn1,-3[25 µM]
Cc1ccc(S(=O)(=O)NCCC(=O)NNC(=O)c2ccccc2O)cc1C,3
CCOc1ncccc1C(=O)OCc1csc(CC(=O)Nc2ccccc2C)n1,-9
CCOCCCNC(=O)Cn1cc2c(n1)CCCC2,9
C[C@@H]1CN([C@@H](C)CO)C(=O)c2ccccc2-c2ccccc2CO[C@H]1CN(C)S(=O)(=O)c1ccc(C#N)cc1,5
CCN(CC)c1ccc(NC(=O)C2=CC=CN3CCS(=O)(=O)N=C23)cc1,-35
CC1CCCCN1S(=O)(=O)c1ccc(C(=O)Nc2nnc(-c3cccs3)o2)cc1 (stereo unspecified),10
O=C(NCc1cccnc1)c1nnc(Cc2ccc(F)cc2)o1,19
C/C=C/c1ccccc1[C@@H]1[C@@H](C#N)N(c2nc(CC)cs2)[C@H]1CO,5[25 µM]
COc1ccccc1-n1cc(CN2CCN(C3CCCC3)C(CCO)C2)cn1 (stereo unspecified),14
CCC(=O)N1CCCCN2[C@H](CO)[C@H](c3ccc(C#Cc4ccccc4)cc3)[C@H]2C1,8[25 µM]
O=C(C[C@H]1CC[C@H]2NC[C@H](O)COC[C@@H]2O1)N1CCc2ccccc2C1,7[25 µM]

# From PubChem
